GPR55 activation – GPR55 agonists via beta-arrestin recruitment, primary screen, imaging, U2OS cells, beta-arrestin-GFP redistribution (AID 1961); U2OS GPR55 beta-arrestin-GFP redistribution imaging; higher % means a stronger effect; activation, % at 10 µM; hits with a dose series show EC50 in µM; 290,000 compounds, 0.048% hits;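 active = activation above 40% with more than 50 cells counted in the well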;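 also: U2OS osteosarcoma cells stably expressing GPR55 and beta-arrestin-GFP; plate controls were DMSO negative control for no effect and LPI positive control for full effect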
KOR beta-arrestin-1 – kappa opioid receptor blockers – cell-based, luminescence, uHTS (AID 1778) | KOR beta-arrestin recruitment, luminescence, antagonist mode; higher % means a stronger effect | one-dose inhibition, % at 10 µM; IC50 in µM for titrated hits | 290,000 compounds, 0.091% hits; also: strong numbers were not always called active
GPR35 antagonists – GPR35 antagonists blocking zaprinast-driven arrestin recruitment, primary screen, imaging, U2OS, beta-arrestin-GFP, zaprinast agonist (AID 2058). U2OS GPR35 beta-arrestin-GFP translocation imaging, zaprinast antagonism; higher % means a stronger effect. inhibition, % at 10 µM, or IC50 in µM where a hit was titrated. 290,000 compounds, 0.052% hits;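 active = inhibition of at least 50% with at least 30 cells and total cytoplasm GFP at most 10,000,000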
HIV fusion peptide – inhibitors of HIV fusion peptide binding, primary screen, biochemical, uHTS, fluorescence dequenching (AID 1986); cell-free peptide binding, fluorescence dequenching, 30 min; higher % means a stronger effect; 290,000 compounds, 0.3% hits; inhibition, % at 20 µM, or IC50 in µM where a hit was titrated; in the data active = inhibition mostly above about 52%, no sharp cut-off; inactive = mostly below about 76%; also: some results filed as inactive read as strong as hits
KOR beta-arrestin-2 – KOR agonists, beta-arrestin recruitment, primary screen, cell-based, luminescence, uHTS (AID 1777); KOR beta-arrestin recruitment, luminescence; higher % means a stronger effect; one-dose activation, % at 10 µM; EC50 in µM for titrated hits; 280,000 compounds, 0.02% hits; in the data active = activation above about 50%, passing the limit was not always enough; also: a part of the inactive calls stands beside numbers as strong as those of hits
HEK293 NOD2/NF-kB – NOD2 signaling inhibitors, cell-based, luminescence, uHTS, HEK293 (AID 1566); 290,000 compounds, 0.63% hits; inhibition, % at 4 µM; hits with a dose series show EC50 in µM; HEK293 NOD2/NF-kB luciferase reporter, luminescence; higher % means a stronger effect; also: many of its hits are not listed in these tables
GPR55 LPI antagonism – GPR55 antagonists blocking LPI-driven arrestin recruitment, primary screen, imaging, U2OS, beta-arrestin-GFP, LPI agonist (AID 2013); U2OS GPR55 beta-arrestin-GFP translocation imaging, LPI antagonism; higher % means a stronger effect; inhibition, % at 10 µM, or IC50 in µM where a hit was titrated; 290,000 compounds, 0.13% hits;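 active = spots per cell inhibited over 60%, with over 100 cells counted and total cytoplasm intensity under 500,000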;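 also: U2OS cells stably carrying GPR55 and arrestin-GFP stimulated by 5 µM LPI near EC80; imaged beta-arrestin-GFP aggregate spots per cell after agonist stimulation; plate controls were LPI-stimulated DMSO wells for no effect and DMSO wells without LPI for full effect; some results filed as inactive read as strong as hits; confirmed hits need IC50 under 10 µM and bright autofluorescent wells are also inconclusive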
Myeloid diff MLP – compounds promoting myeloid differentiation; ER-HoxA9 myeloid progenitors, lysozyme-GFP differentiation, flow cytometry; calls only at 10 µM; AID 624256; 360,000 compounds, 1% hits;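 active = normalized GFP-positive differentiation at or above the plate's own cutoff, the solvent-only control mean plus 3 SD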;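 also: cells exposed to compound for four days before flow analysis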
NOD1 inhibition – inhibition of NOD1-driven NF-kB reporter – cell-based, luminescence, uHTS, primary screen (AID 1578). one-dose inhibition, % at 4 µM; EC50 in µM for titrated hits. NOD1-driven NF-kB luciferase reporter cells, luminescence; higher % means a stronger effect. 290,000 compounds, 1% hits; in the data active = inhibition mostly above about 36%, no sharp cut-off; inactive = mostly below about 34%;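 also: HEK-293T reporter cells stimulated with the NOD1 agonist gamma-tri-DAP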
Myeloid diff MLP GFP+ MAC1+ % – second read-out of Myeloid diff MLP, no call of its own (marks repeat the call); GFP+ MAC1+ double positive, %; measured here: differentiation confirmed by MAC1 staining
* marks the source's active call; other numbers are inactive results; i = inactive; / = no result given; [ ] = dose if it differs, or a comment. Rule as the data show it, unless noted: active = inhibition above about 50%; inactive = the rest. This is a subset, so the mix of outcomes need not match the whole.

SMILES	GPR55 activation	KOR beta-arrestin-1	GPR35 antagonists	HIV fusion peptide	KOR beta-arrestin-2	HEK293 NOD2/NF-kB	GPR55 LPI antagonism	Myeloid diff MLP	Myeloid diff MLP GFP+ MAC1+ %	NOD1 inhibition
O=C(CSc1nnc(-c2ccccc2O)o1)N1CCOCC1	0.6%	-20%	7%	-1.5%	-6.4%	-17%	16%	i	4.9	-34%
COC(=O)c1ccccc1Nc1ccccc1	0.0%	-8%	3%	1.8%	0.0%	-16%	14%	i	0.6	-15%
CCCC(C)NC(=O)c1ccc(-c2ccccc2)cc1 (centres undefined)	-1.2%	-9%	8%	-1.9%	7.9%	-32%	8%	/	/	-42%
O=C(O)Cc1c[nH]c2cccc(O)c12	0.2%	12%	-3%	39%	-3.1%	15%	2%	i	1.8	7%
Cc1c(Cl)cccc1N1CC(C)(C)C1=O	-0.5%	-6%	8%	-1.6%	-4.8%	-15%	-3%	i	0.5	-44%
CC(C)CCN(C)c1ccc(/C=N/n2cnnc2)cc1	-0.1%	51%	-11%	-2.0%	-2.8%	-4%	11%	i	0.6	-34%
O=C(CN1CCN(c2ccccn2)CC1)Nc1cccc(F)c1	0.9%	10%	4%	0.4%	-4.7%	-5%	-5%	i	0.3	-4%
CCOC(=O)C1CCN(C(=O)c2cc3cc(Br)ccc3oc2=O)CC1	-0.1%	-18%	0%	-0.2%	-6.3%	1%	10%	i	0.1	-25%
CCOC(=O)C1CCCN(S(=O)(=O)c2ccc(Br)s2)C1 (centres undefined)	0.3%	-16%	12%	-1.3%	1.9%	-10%	-7%	i	2.5	1%
Cc1c(C(=O)NCc2ccc3c(c2)OCO3)oc2ccccc12	0.2%	42%	-6%	-1.0%	-2.8%	15%	-14%	i	0.7	-6%
CCc1nc2ccc(C(=O)NCCc3ccc(OC)cc3)cc2nc1CC	0.1%	-14%	22%	-0.8%	-0.1%	29%	4%	i	2.2	1%
COc1ccc(OC)c(/C=N/NC(=O)c2ccc(=O)[nH]n2)c1	-0.2%	-18%	-11%	-3.4%	5.8%	3%	-11%	i	0.9	7%

Arranged by molecular weight (low to high): part of the list above.
SMILES	GPR55 activation	KOR beta-arrestin-1	GPR35 antagonists	HIV fusion peptide	KOR beta-arrestin-2	HEK293 NOD2/NF-kB	GPR55 LPI antagonism	Myeloid diff MLP	Myeloid diff MLP GFP+ MAC1+ %	NOD1 inhibition
Cc1c(Cl)cccc1N1CC(C)(C)C1=O	-0.5%	-6%	8%	-1.6%	-4.8%	-15%	-3%	i	0.5	-44%
COC(=O)c1ccccc1Nc1ccccc1	0.0%	-8%	3%	1.8%	0.0%	-16%	14%	i	0.6	-15%
CCCC(C)NC(=O)c1ccc(-c2ccccc2)cc1 (centres undefined)	-1.2%	-9%	8%	-1.9%	7.9%	-32%	8%	/	/	-42%
Cc1c(C(=O)NCc2ccc3c(c2)OCO3)oc2ccccc12	0.2%	42%	-6%	-1.0%	-2.8%	15%	-14%	i	0.7	-6%
CCOC(=O)C1CCN(C(=O)c2cc3cc(Br)ccc3oc2=O)CC1	-0.1%	-18%	0%	-0.2%	-6.3%	1%	10%	i	0.1	-25%

The main list resumes; the 2 compounds before the break are reprinted first.
SMILES	GPR55 activation	KOR beta-arrestin-1	GPR35 antagonists	HIV fusion peptide	KOR beta-arrestin-2	HEK293 NOD2/NF-kB	GPR55 LPI antagonism	Myeloid diff MLP	Myeloid diff MLP GFP+ MAC1+ %	NOD1 inhibition
CCc1nc2ccc(C(=O)NCCc3ccc(OC)cc3)cc2nc1CC	0.1%	-14%	22%	-0.8%	-0.1%	29%	4%	i	2.2	1%
COc1ccc(OC)c(/C=N/NC(=O)c2ccc(=O)[nH]n2)c1	-0.2%	-18%	-11%	-3.4%	5.8%	3%	-11%	i	0.9	7%
COc1ccc(C2C(C(=O)c3ccc(C)o3)=C(O)C(=O)N2Cc2ccco2)cc1OC (centres undefined)	-0.1%	-10%	8%	1.8%	2.2%	-4%	7%	i	1.0	-2%
CCCCCCn1cc(C(=O)O)c(=O)c2cc(F)c(N3CCN(C(=O)OCC)CC3)cc21	-0.1%	37%	5%	-2.7%	-2.9%	-4%	-10%	i	0.5	9%
CCC(=O)Nc1cccc2cccnc12	-0.1%	-42%[20 µM]	4%	0.4%	2.3%	-9%	3%	i	0.5	-40%
Cc1ccc(N2CCN(C(=S)Nc3ccccc3)CC2)cc1	0.1%	-17%	1%	0.5%	3.0%	-4%	-9%	i	0.1	-13%
COC(=O)CNc1nc(C2CC2)nc2c1nnn2Cc1ccccc1Cl	-0.1%	-1%	11%	1.5%	-5.0%	7%	2%	i	7.7	1%
Cc1cccc2c1-c1sc(C(=O)Nc3ccccc3N3CCN(C)CC3)cc1CO2	0.1%	-37%	-2%	-0.2%	6.3%	24%	7%	i	0.4	-10%
CC(=O)N1CCN=C1SCc1ccc(Cl)cc1	-0.3%	-31%	6%	1.4%	-1.2%	-5%	4%	i	6.1	-18%
COc1ccc(CNC(=O)C(C)Cc2ccccc2)cc1O (centres undefined)	0.2%	16%	2%	3.3%	0.7%	9%	5%	i	0.8	10%
O=C(/C=C/c1ccccc1)N1CCC(Cc2ccccc2)CC1	-0.3%	1%	20%	5.6%	2.4%	-79%	-1%	i	0.3	-51%
CCN(CC)c1nc(OCCNC(=O)Nc2ccccc2)nc(N(CC)CC)n1	0.0%	-5%	-9%	4.5%	9.9%	-14%	-5%	i	1.2	32%
COc1ccc(C(CC(=O)N2CCN(c3ccccc3)CC2)c2c(OC)cc(OC)c3c(-c4ccccc4)cc(=O)oc23)cc1 (centres undefined)	0.0%	28%	-19%	6.5%	12%	-56%	6%	/	/	14%
C=CCSc1nnc(-c2ccccc2N=Cc2c(C)[nH]n(-c3ccccc3)c2=O)c(=O)[nH]1	-0.1%	-2%	-5%	-0.5%	-3.2%	3%	-4%	i	0.6	25%
O=C1C(c2cc(=O)c3ccccc3[nH]2)=C(O)c2ccccc21	-0.3%	-56%	/	-2.1%	0.3%	-160%	9%	i	0.6	-8%
COc1ccc(OCCC(=O)N2CCOCC2)cc1	-0.1%	-24%[20 µM]	-1%	-0.7%	-2.3%	-11%	-6%	i	0.4	-24%
COc1ccccc1NC(=O)Nc1ccc(CC#N)cc1	-0.2%	7%	1%	-1.7%	-5.5%	-14%	8%	i	0.0	-3%
CC(=O)c1cccc(NC(=O)N2CCCC2C(=O)NC2CCCC2)c1 (centres undefined)	0.6%	0%	-12%	-1.5%	-0.4%	4%	-11%	i	1.0	-54%
COc1ccc(NC(=S)NNC(=O)c2nnn(-c3ccccc3)c2C)cc1	0.2%	13%	0%	-2.6%	-2.7%	8%	2%	i	0.7	-19%
CN(c1ccc(C(=O)N2CCOCC2)cc1)S(=O)(=O)c1cccs1	0.5%	-11%	2%	0.1%	2.3%	-24%	5%	i	0.1	-37%
O=C1CCN(S(=O)(=O)c2ccc(Cl)cc2)N1	-0.1%	-24%	0%	0.4%	4.1%	8%	-3%	i	0.1	8%
CC(CNS(=O)(=O)c1cc(Cl)ccc1Cl)CN(C)C (centres undefined)	-0.2%	16%	-6%	-2.8%	-2.7%	4%	3%	i	0.9	-16%
CS/C(=N\S(=O)(=O)c1ccc(N)cc1)NS(=O)(=O)c1cccs1	0.3%	11%	-4%	1.5%	-1.2%	18%	15%	i	0.7	-16%
CCOC(=O)Cn1c(C)nc2c(C(=O)OCC)sc(C)c2c1=O	-0.1%	35%	8%	-0.9%	5.4%	1%	1%	i	0.3	-11%
Cc1cc(-c2nc3cccnc3s2)ccc1NS(=O)(=O)c1ccc2c(c1)OCCO2	-0.3%	-35%	-6%	3.4%	3.1%	-20%	6%	i	1.0	-4%
COc1ccccc1C(=O)OCc1c(F)cccc1Cl	0.0%	-24%	7%	0.5%	0.9%	16%	6%	i	1.4	10%
CCOc1cccc(-c2nnc(SCC(=O)Nc3cc(C)ccc3OC)n2N)c1	-0.4%	-27%	15%	2.7%	0.4%	-2%	-14%	i	1.1	8%
CC(C)(C)C(=O)C1=C(O)C(=O)N(c2ccccc2)C1c1ccccc1 (centres undefined)	-0.1%	-14%	8%	-0.1%	-4.5%	16%	6%	i	0.2	-9%
COc1ccc(Oc2nc(-c3ccccc3)ncc2C(=O)O)cc1	-0.1%	-14%	0%	1.6%	-2.7%	10%	-4%	i	0.4	-5%
COc1cccc(C2CC(c3ccc(C)cc3)=NN2C(=O)c2ccccc2F)c1OC (centres undefined)	0.0%	-18%	-6%	1.3%	2.6%	-4%	-6%	i	0.2	1%
CCOC(=O)CC1C(=O)NCCN1C(=O)c1c(Cl)cccc1Cl (centres undefined)	0.0%	-3%	-8%	-0.1%	1.1%	-6%	-4%	i	0.3	-9%
CC1=C(CC(=O)O)c2cc(F)ccc2/C1=C\c1ccc(S(C)=O)cc1 (centres undefined)	0.4%	24%	1%	-0.6%	-0.6%	19%	7%	i	1.9	-8%
O=C(CCc1ccccc1)NC(NC(=S)Nc1ccc(Br)cc1)C(Cl)(Cl)Cl (centres undefined)	-0.1%	20%	-3%	0.0%	4.1%	-39%	10%	i	3.6	-8%
CCOc1ccc(CC(=O)NC2CCN(Cc3ccccc3)CC2)cc1	-0.2%	0%[20 µM]	3%	0.3%	2.6%	5%	-13%	i	0.1	-4%
